Screens (PubChem BioAssay)
esBAF inh: Bmi1 luciferase reporter increase in mESCs, primary screen, esBAF inhibitor project, mouse ES cells, Bmi1 luciferase knock-in, single point; 24 h; 100% = twice the neutral-well signal; reporter increase, % at 12.5 µM; hit rate 2% among 350,000; in the data active means activation above about 40%; inconclusive means no clear call, values can overlap the other calls;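 further: 0% = median of the plate's neutral control wells and 100% = double that signal; a rise in the Bmi1 reporter signal indicates esBAF inhibition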
SIRT5 block: SIRT5 desuccinylase inhibitors, primary screen, biochemical, fluorescence imaging, single point, set 5; hit rate 1.1% among 330,000; inhibition, % at 15 µM; Purified SirT5, succinyl-peptide AMC, trypsin-coupled fluorescence; in the data active means inhibition above about 15%; inconclusive means no clear call, values can overlap the other calls
Target sequence (Q9NXA8 whole entry, looked up): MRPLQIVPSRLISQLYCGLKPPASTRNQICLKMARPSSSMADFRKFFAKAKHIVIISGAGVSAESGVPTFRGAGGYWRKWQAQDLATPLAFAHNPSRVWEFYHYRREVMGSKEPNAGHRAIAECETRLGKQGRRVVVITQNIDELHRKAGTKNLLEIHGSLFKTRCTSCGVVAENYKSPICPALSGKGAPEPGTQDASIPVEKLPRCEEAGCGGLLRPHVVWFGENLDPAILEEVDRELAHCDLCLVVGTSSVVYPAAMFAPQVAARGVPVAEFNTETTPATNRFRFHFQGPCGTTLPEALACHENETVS
Casp6 inh: human caspase-6 inhibitors, primary screen, biochemical, VEID-R110 fluorescence, single point, set 2; P55212; hit rate 0.53% among 350,000; inhibition, % at 12.5 µM; AID 686996, 2013; purified caspase-6, Z-VEID-R110 cleavage fluorescence;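 active means mean inhibition across replicates at least about 35%, with every replicate also reaching that limit, limit read from the data; inconclusive means only one of the two criteria met; inactive means neither criterion met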;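 further: 0% = median of neutral control wells and 100% = no fluorescence left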
Target sequence (P55212 24-179 limits assumed): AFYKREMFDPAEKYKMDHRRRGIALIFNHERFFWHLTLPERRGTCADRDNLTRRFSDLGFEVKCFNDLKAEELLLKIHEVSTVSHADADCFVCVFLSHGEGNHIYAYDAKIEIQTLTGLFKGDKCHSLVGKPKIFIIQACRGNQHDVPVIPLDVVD
Target sequence (P55212 194-293 limits assumed): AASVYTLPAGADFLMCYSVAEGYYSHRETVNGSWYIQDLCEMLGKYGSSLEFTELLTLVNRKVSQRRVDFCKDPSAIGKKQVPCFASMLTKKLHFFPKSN
LGR2 antag: inhibitors of bursicon-induced LGR2 CRE-luciferase signal, primary screen, cell-based, HEK293, CRE-luciferase reporter, bursicon stimulation | AID 720647, 2013 | Drosophila bursicon receptor LGR2 (rickets) | inhibition, % at 9.99 µM | hit rate 0.35% among 380,000 | bursicon-stimulated, 4 h;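 active means drop in luminescence signal, shown as inhibition above about 50% in the replicate tests, limit read from the data, passing the limit was not always enough; inconclusive means probably only some replicates passing the limit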;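 further: agonist challenge used bursicon conditioned medium at about half maximal strength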
FN deposition inh: inhibitors of fibronectin matrix deposition, primary screen, AH1F cells, Alexa488-fibronectin fluorescence, plate reader | inhibition, % at 12.6 µM | hit rate 0.086% among 350,000 | AH1F fibroblasts, overnight | AID 743247, 2014;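 active means mean inhibition across replicates of 30% or more, regardless of how many single replicates reach that level; inconclusive means mean under 30% yet at least half of replicates reach 30%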;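 further: positive control wells lacked labelled fibronectin entirely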
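Assay system: AH1F fibroblast monolayer, labelled fibronectin deposition. Amount: 10000 cells per well. Also added: labelled fibronectin 24 nM. Compound: single-point pinned compound. Incubation: cell attachment 1 h, compound and FN exposure overnight. Detection: fluorescence after three HBSS washes, excitation 485 nm, emission 525 nm. Read-out: inhibition of fibronectin deposition signal.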
S100A4 inh HTS: inhibitors of S100A4-myosin IIA peptide binding, primary screen, biochemical, fluorescence polarization, TAMRA-MyoIIA peptide | hit rate 0.14% among 360,000 | inhibition, % at 10.7 µM;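 active means mean inhibition of at least 70% across replicates, with every replicate also reaching that level; inconclusive means mean inhibition reaches 70% but some replicates fall short; inactive means mean inhibition below 70%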
Target sequence (P26447 whole entry, looked up): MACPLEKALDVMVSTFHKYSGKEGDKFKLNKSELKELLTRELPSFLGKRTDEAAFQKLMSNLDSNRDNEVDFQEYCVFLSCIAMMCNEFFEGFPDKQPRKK
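Assay system: human S100A4 monomer with TAMRA-labelled myosin IIA peptide / Buffer or medium: Calcium-containing HEPES buffer, pH 7.2 / Reagent: TAMRA-labelled myosin IIA heavy-chain peptide probe, 5 nM / Compound: one dose per compound / Timing: polarization read 5 min after assay mix addition, stable 5–60 min / Benchmarks: neutral control DMSO, positive control TFP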
Statin myotox sup: suppressors of statin myotoxicity in C2C12 myotubes, primary screen, cell-based, single point, plate reader | C2C12 myotubes + simvastatin, ATP luminescence, 48 h; scaled: DMSO 0, geranylgeraniol control 100 | rescue of ATP level, % at 7.49 µM | hit rate 0.78% among 330,000 | AID 602340, 2012;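 active means mean ATP rescue above about 67%, or every replicate alone reaching that limit, limit read from the data, passing the limit was not always enough; inconclusive means no clear call, values can overlap the other calls; inactive means mean under the limit and some replicate under it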;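 further: myotubes were challenged with 10 µM simvastatin during compound exposure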
* = called active by the depositor; ? = inconclusive; / = no result given; & = joins results of further samples. Not all compounds are listed; count on the stated rates, not on these rows.

structure	SIRT5 block	FN deposition inh	LGR2 antag	Casp6 inh	esBAF inh	Statin myotox sup	S100A4 inh HTS
COc1ccc(NC(=O)Cn2c(CCC(=O)O)ccc2-c2ccc(C)cc2)cc1	/	-8	10	0	-2	6	-1
COC(=O)c1sc2nc(CSc3ccc(Br)cc3)[nH]c(=O)c2c1C	1	-3	-25	1	-1	-2	-1
C[C@@H]1CN([C@@H](C)CO)C(=O)c2cc(NC(=O)CCC(F)(F)F)ccc2O[C@H]1CN(C)C(=O)Nc1ccc(C(F)(F)F)cc1	-4	/	0	0	4	-9	6
CC1=NN(c2ccccc2)C(=O)C1C(=S)SC1CC(=O)NC1=O (stereo not drawn)	1	7	/	/	-4	1	-6
C=CCN(c1ccccc1)S(=O)(=O)c1cccc(C(=O)NCC(c2cccs2)N2CCOCC2)c1 (stereo not drawn)	0	1	13	-90	-4	-3	-4
CCN1CCc2c(OCC(=O)Nc3cccc(C)c3)cccc2C1=O	-3	12	-9	1	/	/	-19
Cc1ccc2nc(-c3ccccc3)cc(C(=O)NNC(=O)c3csc(N4CCOCC4)n3)c2c1	2	/	-9	-1	/	/	-7
CO/N=C/c1ccc(N2CCCC2)c([N+](=O)[O-])c1	0	1	-27	9	/	/	-9
COc1ccc(C(=O)Nc2nc3ccc(OC)cc3s2)cc1	-1	-8	-38	-1	35	2	-8
Cn1c(N2CCCCC2)cc(=O)n(C)c1=O	/	-1	/	/	-4	-4	/
C[C@@H]1CN([C@@H](C)CO)C(=O)c2cc(NC(=O)Nc3ccc4c(c3)OCO4)ccc2O[C@@H](C)CCCCO[C@@H]1CN(C)Cc1ccc(C(F)(F)F)cc1	9	/	-52	-2	1	/	-1
O=C(CCl)N(Cc1ccccc1)c1ccccc1	2	/	15	3	/	/	1
Cc1ccc(S(=O)(=O)NCC[C@@H]2CC[C@H](NC(=O)c3cnccn3)[C@@H](CO)O2)cc1	3	/	1	0	7	-4	-3
CCC1CCCCN1CCCNC(=O)CN1C(=O)CSc2ccc(S(=O)(=O)N3CCOCC3)cc21 (stereo not drawn)	-4	-3	5	-11	-9	9	0
C=CC[C@H](CC(=O)NCCO)C(=O)N[C@H](COC(=O)[C@@H](CC=C)Cc1ccc(F)cc1)c1ccccc1	/	10	9	-6	-4	7	9
CN(C)S(=O)(=O)NCC1CCCN(Cc2cc3ccccc3s2)C1 (stereo not drawn)	1	-8	/	-3	-4	1	-9
CCC(=O)NC(NC(=S)Nc1c(C)n(C)n(-c2ccccc2)c1=O)C(Cl)(Cl)Cl (stereo not drawn)	0	5	3	0	/	/	26
CCn1c(SCC(=O)Nc2cccc(C)c2)nc2ccccc2c1=O	-7	6	-8	-2	3	6	-1
CCCNC(=O)C/C(C)=N/NC(=O)C(=O)Nc1ccccn1	-7	3	22	-3	/	/	15
COc1ccc(-c2n(CC(=O)OC3CC(C)CCC3C(C)C)c3ccccc3[n+]2C)cc1 (stereo not drawn)	-2	0	14	-4	/	/	4
C[C@@H]1CCCCO[C@H](CN(C)C(=O)c2ccccc2)[C@@H](C)CN([C@H](C)CO)C(=O)c2cc(NC(=O)Cc3ccccc3)ccc2O1	-2	/	20	3	-2	/	8
CN(C)C(=O)c1ccc(-c2ccccc2[C@@H]2[C@@H](CO)N(C(=O)C3CCCCC3)[C@H]2C#N)cc1	-3	0	-11	-1	/	/	-5
Cc1ccc(C(=O)NNC(=O)CSc2nnc(CNc3ccc(F)cc3)n2C)cc1	1	-2	31	-1	/	/	3
CCOc1ccccc1NC(=O)c1cccc(NC2=NC3CS(=O)(=O)CC3S2)c1 (stereo not drawn)	-3	-2	3	0	-2	7	-1
COc1ccc2[nH]c(=O)c(CNc3ccccc3OC)cc2c1	-2	0	-11	3	2	7	-11

Part of the list above in a different format.
Below each SMILES: SIRT5 block	FN deposition inh	LGR2 antag	Casp6 inh	esBAF inh	Statin myotox sup	S100A4 inh HTS
> COc1ccc(C(=O)Nc2nc3ccc(OC)cc3s2)cc1
  -1	-8	-38	-1	35	2	-8
> Cn1c(N2CCCCC2)cc(=O)n(C)c1=O
  /	-1	/	/	-4	-4	/
> C[C@@H]1CN([C@@H](C)CO)C(=O)c2cc(NC(=O)Nc3ccc4c(c3)OCO4)ccc2O[C@@H](C)CCCCO[C@@H]1CN(C)Cc1ccc(C(F)(F)F)cc1
  9	/	-52	-2	1	/	-1

(cont.)
structure	SIRT5 block	FN deposition inh	LGR2 antag	Casp6 inh	esBAF inh	Statin myotox sup	S100A4 inh HTS
COc1ccc(C(=O)/C=C2/C(=O)Nc3ccccc32)c(OC)c1	2	1	?	0	/	/	-1
O=C(CCc1ccccc1)Nc1ccc(NC(=O)c2ccco2)cc1	1	/	16	0	16	11	-1
CN1CCn2c1nc(N1CCCCC1)nc2=O	/	13	/	/	-4	4	/
CCCOC(=O)C1=C(C)NC(=O)NC1c1cccc2ccccc12 (stereo not drawn)	4	-1	-1	0	-4	13	-2
Cc1ccc(C)c(NC(=O)COC(=O)c2cccc3c2C(=O)c2ccccc2C3=O)c1	-2	-4	2	0	1	2	1
COc1ccccc1-c1ccc2n(c1=O)C[C@@H]1[C@@H](CO)[C@H](C(=O)NCC3CC3)N(S(C)(=O)=O)[C@H]21	-13	/	3	1	-2	-36	-11
COc1ccc(C(=O)NN=C2CCCC2)c(OC)c1	2	/	-12	-1	/	/	1
CCNC(=O)c1cccc(NC(=O)CC2SC(N3CCCCC3)=NC2=O)c1 (stereo not drawn)	0	0	25	-1	-6	-2	7
O=C(NCc1ccccc1)c1cccc(S(=O)(=O)NCc2ccccc2)c1	-2	5	6	1	/	/	7
Nc1ccc(C(=O)N/N=C\C=C\c2ccc([N+](=O)[O-])cc2)cc1	2	-3	-4	-1	/	/	-4
CN(c1ccc(OCC(=O)NCCc2ccccc2)cc1)S(=O)(=O)c1ccc(Cl)cc1	3	-1	-4	-2	/	/	2
O=S(=O)(c1ccccc1)N1C[C@@H]2N[C@H](C1)C2c1ccc(-c2ccccc2)cc1 (stereo partly drawn)	1&3	7&-18	5&15	-2	/	/	-2&3
Cc1cc(OC(=O)c2ccc(Cl)cc2Cl)nc(C)n1	/	12	/	/	0	4	/
Nc1ccc(-c2nc3ccc(N)cc3o2)cc1	/	0	-18	2	-31	-14	-4
O=C(c1cc(COc2c(F)cccc2F)on1)N1CC[C@@H]2CCCC[C@H]2C1	/	-7	-60	2	?	0	-4
Cc1ccc2cccc(OC(=O)c3cccnc3Oc3ccccc3)c2n1	/	6	-8	-1	/	/	0
CO[C@@H]1CN(C)C(=O)c2cc(NC(=O)C3CC3)ccc2OC[C@H](C)N(C(C)=O)C[C@H]1C	-4	-4	-6	-3	4	5	7
CCCCc1nnc(NC(=O)CSc2nc(N)cc(=O)[nH]2)s1	-9	-5	/	0	/	/	-3
CC(C)C(=O)NCc1cc(-c2ccc(Cl)cc2)no1	1	3	-31	0	/	/	-1
O=C(N/N=C/C=C\c1ccccc1[N+](=O)[O-])c1cc(-c2ccc3ccccc3c2)n[nH]1	-3	4	-44	-3	37	-26	-6
COC(=O)Nc1ccc(S(=O)(=O)N2CCC(C(=O)N3CCC(C)CC3)CC2)cc1	0	/	-19	-2	/	/	4
[N-]=[N+]=NCc1ccccc1C[C@]1(C(=O)NCC(O)CO)N=C(c2ccc(OCCCO)cc2)O[C@H]1c1ccccc1 (stereo partly drawn)	-1	/	/	2	/	/	-5
COc1ccc(Cc2noc(CN(C)CC3CCN(Cc4ccccc4)CC3)n2)cc1OC	7	-2	3	-2	-7	3	-4
Cc1cc(C)c(C#N)c(Oc2ccccc2Br)n1	-1	/	-2	0	/	/	0
COc1cccc(-c2cn3nc(C)c(C)nc3n2)c1	/	/	26	/	-6	-55	/
CC(=O)N1[C@H](CO)[C@@H](c2ccccc2)[C@@H]1CN(C)C(=O)CN1CCOCC1	/	/	1	/	0	6	/
CC(C)NC(=O)Nc1ccc2c(c1)CC(=O)N([C@H](C)CO)C[C@@H](C)[C@@H](CN(C)C(=O)NC(C)C)O2	-2	/	15	1	2	14	0
COc1ccccc1-c1nnc2sc(COc3ccc(Cl)cc3Cl)nn12	/	-10	/	/	4	18	/
O=C(CSc1nccc(=O)[nH]1)Nc1ccc2c(c1)OCCO2	4	-10	-39	0	/	/	1
CCNC(=O)Nc1ccc(OC)cc1OC	-2	7	12	-1	-5	2	-1
CCOc1ccc(C(=O)N(CC(=O)Nc2cccc(C)c2C)CC2CCCO2)cc1OC (stereo not drawn)	-2	1	23	-2	-8	7	-6
Nc1nccc(SCc2ccc(Cl)cc2Cl)n1	/	/	3	4	5	2	-1
O=C(NCCN1CCCCC1)Nc1cccc(C(F)(F)F)c1	-2	12	9	-3	-1	-11	-84
NC(=O)C1CCN(Cc2cccc(OCc3ccccc3)c2)CC1	-2	-2	-5	-2	-10	4	-1
O=C(CS(=O)(=O)c1ccccc1)NCc1ccccc1	4	4	3	-1	/	/	0
CC(C)Cn1c(N)c(C=O)c(=O)[nH]c1=O	-2	-13	6	2	/	/	4
CC(=O)NCCc1nc2ccccc2n1Cc1ccc(C)cc1	-1	-1	2	-1	-9	10	8
C/C=C/c1ccc2c(c1)O[C@H](CN(C)C(=O)c1cccnc1)[C@H](C)CN([C@H](C)CO)S2(=O)=O	-2	/	12	0	4	-12	0
CC1CCC(NC(=O)COC(=O)c2ccc3ncsc3c2)CC1 (stereo not drawn)	3	-6	0	11	6	6	-2
COCC(=O)N1C[C@H](C)[C@@H](OC)CN(C)C(=O)c2ccc(NS(C)(=O)=O)cc2OC[C@@H]1C	-1	3	16	/	-20	1	2
CCOc1ccc(OCCOc2ccc(/C=C/C(=O)O)cc2OCC)cc1	9	8	11	0	2	10	-2
Cc1cc(-c2nn(-c3ccccc3F)cc2CN(C)CC(O)CO)c(C)s1 (stereo not drawn)	-7	4	1	1	/	/	0
O=C(COC(=O)c1cnc(Cl)c(Cl)c1)Nc1cccc(S(=O)(=O)N2CCOCC2)c1	/	-3	3	0	-5	0	1
COc1ccc(-c2cc(C(=O)Nc3ccccc3SC)no2)cc1OC	/	5	/	/	4	9	/
CC(C)CC(=O)CC1(O)C(=O)Nc2ccccc21 (stereo not drawn)	-6	3	-6	-7	/	/	-8
CCNC(=O)C1CCCN1S(=O)(=O)c1ccc(C)cc1 (stereo not drawn)	-5	/	-11	0	-2	-12	-5
CCCCC(c1nnnn1CCOC)N1CCN(C(=O)c2ccco2)CC1 (stereo not drawn)	/	/	-6	/	-1	2	/
CCC1SC(CC)C(=O)N(CC(=O)NCCc2ccccc2)C1=O (stereo not drawn)	-4	4	-2	-5	-4	3	-5
O=S(=O)(c1ccc2ccccc2c1)N1CCN(CCO)CC1	-5	-3	11	0	-9	7	-4
COc1ccc([C@H]2C[C@H](O)[C@@H](n3cc(COC(=O)c4ccccc4)nn3)CN2Cc2cccs2)cc1	0	0	-7	3	0	13	-1
